High-throughput results (PubChem)
MEKK2 WT-MEK5: modulators of MEK5 binding to wildtype MEKK2, primary screen, biochemical, multiplex bead flow cytometry, Alexa488-MEK5. Alexa488-MEK5 binding to MEKK2 WT; actives lie on both sides. binding response (% of control), % at 10 µM. 290,000 tested, 1.1% active. Mitogen-activated protein kinase kinase kinase 2 (Homo sapiens), Q9Y2U5; in the data active = binding response below about 67% or above about 130%
MEKK2mut PB1 HTS: MEK5 binding signal on mutant MEKK2 PB1, primary screen, biochemical, multiplex bead flow cytometry, Alexa488-MEK5; percent response, % at 10 µM; AID 1530, 2009; Alexa488-MEK5 binding to MEKK2 mutant; 290,000 tested, 0.35% active; in the data active = percent response above about 24%, passing the limit was not always enough; also: inactives centre near 1; some results filed as inactive read as strong as hits; reference of the scale not given here
UBC9 SUMO inh: inhibitors of in vitro SUMOylation cascade, primary screen, biochemical, HTRF, uHTS; HTRF SUMOylation assay, SAE1/SAE2 + UBC9; SUMO-conjugating enzyme UBC9 (Homo sapiens), P63279; inhibition, % at 35 µM; 290,000 tested, 0.36% active; in the data active = inhibition above about 50%, passing the limit was not always enough; also: strong numbers were not always called active
Target sequence (P63279 whole entry, looked up): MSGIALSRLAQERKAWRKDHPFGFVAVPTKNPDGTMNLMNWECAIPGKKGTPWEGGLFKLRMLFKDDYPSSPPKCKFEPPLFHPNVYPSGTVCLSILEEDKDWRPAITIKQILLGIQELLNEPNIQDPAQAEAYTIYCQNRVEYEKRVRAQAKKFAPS
PfM18AAP inh: PfM18AAP inhibitors, malaria aminopeptidase, primary screen, biochemical, QFRET, recombinant enzyme. M18 aspartyl aminopeptidase (Plasmodium falciparum 3D7). H-Glu-NHMec fluorogenic cleavage. inhibition, % at 7.35 µM. 290,000 tested, 1.2% active;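 active = inhibition above the campaign mean inhibition over all tested compounds plus 3 SD, cut at about 28% in these data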;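 also: 0% = plate median of test compound wells and 100% = 2 mM ZnCl2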
NALP1 yeast inh: NALP1 inflammasome inhibitors in reconstituted yeast, colorimetric, S. cerevisiae, triplicate retest; S. cerevisiae NALP1/ASC/caspase-1 growth, X-gal OD620, 72 h; inhibition, % at 10 µM; 280,000 tested, 0.61% active; AID 2071, 2009; in the data active = inhibition mostly above about 24%, no sharp cut-off; inactive = mostly below about 32%; also: some compounds called inactive have numbers as strong as hits
IDE act: human IDE activators in live cells, primary screen, fluorescence polarization, HEK cells, FAbeta-B substrate; 340,000 tested, 0.073% active; FAbeta-B cleavage; 0% vehicle, 100% cell-free pure enzyme wells; Insulin-degrading enzyme (Homo sapiens), P14735; activation, % at 5.96 µM;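 active = activation above the mean of all tested compounds plus 3 SD, set per screening campaign, cut at about 17% in these data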
IDE inh: human IDE inhibitors in live cells, primary screen, fluorescence polarization, HEK cells, FAbetaB substrate; AID 434962, 2010; Insulin-degrading enzyme (Homo sapiens), P14735; inhibition, % at 5.59 µM; 320,000 tested, 0.41% active; FAbetaB cleavage;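 active = percent inhibition above the average of all tested compounds plus 3 SD, set per screening campaign, cut at about 16% in these data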;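 also: IDE supplied by intact live HEK cells; FP after avidin binding of uncleaved biotin substrate so inhibition keeps polarization high; 0% = DMSO wells and 100% = 60 µM reference IDE inhibitor Ii1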
pCIP destab: p/CIP-EGFP fusion destabilizers, primary screen, fluorescence, F442A cells. 16 h. AID 1984, 2009. decrease of EGFP signal, % at 10 µM. 290,000 tested, 0.01% active. Q05BA5;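 active = EGFP signal decrease of at least 30% at 10 µM or well 3 SD below plate mean, unless failing retest; inactive = the rest, including hits failing retest or dose response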; also: some compounds called inactive have numbers as strong as hits; many of its hits are not listed in these tables
MEKK3 PB1 HTS: modulators of MEKK3-MEK5 PB1 binding, primary screen, biochemical, wildtype MEKK3, multiplex bead flow cytometry, Alexa488-MEK5; bead-based flow cytometry, Alexa488-MEK5 binding to MEKK3; actives lie on both sides; 0 = blocked by unlabeled MEK5, 100 = vehicle; binding response (% of control), % at 10 µM; 290,000 tested, 1.4% active; Mitogen-activated protein kinase kinase kinase 3 (Homo sapiens), Q99759;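 active = binding response more than 3 SD above or below the average of its plate-row segment, actives on both sides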;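 also: Alexa488 bead fluorescence after subtracting the streptavidin-only scavenger bead signal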
Target sequence (Q99759 whole entry, looked up): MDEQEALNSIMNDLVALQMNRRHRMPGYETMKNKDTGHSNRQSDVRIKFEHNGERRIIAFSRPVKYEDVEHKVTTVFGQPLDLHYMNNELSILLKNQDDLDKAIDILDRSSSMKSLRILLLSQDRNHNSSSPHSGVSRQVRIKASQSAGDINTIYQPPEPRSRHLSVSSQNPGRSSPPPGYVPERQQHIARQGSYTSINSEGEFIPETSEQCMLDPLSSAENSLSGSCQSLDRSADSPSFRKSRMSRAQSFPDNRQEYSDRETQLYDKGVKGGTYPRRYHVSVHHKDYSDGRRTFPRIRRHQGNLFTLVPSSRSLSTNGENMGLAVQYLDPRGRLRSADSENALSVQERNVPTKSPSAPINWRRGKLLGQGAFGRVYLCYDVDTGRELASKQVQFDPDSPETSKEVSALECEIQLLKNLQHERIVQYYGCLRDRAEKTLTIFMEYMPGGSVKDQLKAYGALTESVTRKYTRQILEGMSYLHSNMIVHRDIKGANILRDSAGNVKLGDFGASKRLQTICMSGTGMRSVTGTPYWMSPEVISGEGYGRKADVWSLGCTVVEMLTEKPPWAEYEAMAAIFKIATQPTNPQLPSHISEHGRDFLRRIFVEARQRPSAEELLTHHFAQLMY
Active calls of the source: *; . = not tested or not shown.

canonical_smiles	MEKK2 WT-MEK5	MEKK2mut PB1 HTS	UBC9 SUMO inh	PfM18AAP inh	NALP1 yeast inh	IDE act	IDE inh	pCIP destab	MEKK3 PB1 HTS
CCOCCCNC(=O)c1cc(-c2ccc(Br)s2)nc2ccccc12	94	4	-14	3	12	-1	3	-2	97
CCC(c1nc2ccccc2c(=O)n1-c1cccnc1)N1C(=O)c2ccccc2C1=O (stereo unspecified)	.	.	-14	4	8	7	1	6	.
O=C(NNC(=O)c1nn(-c2ccc(F)cc2)ccc1=O)c1ccc(Cl)cc1	93	-3	4	-2	22	.	1	0	91
Cc1ccccc1Cn1cc(NC(=O)CSc2nc3c(c(C(F)(F)F)n2)CCc2ccccc2-3)cn1	106	5	-5	-10	8	0	-1	-22	106
CCCc1cc(N2CCC(C(N)=O)CC2)nc(-c2ccccc2)n1	93	-11	21	2	18	2	0	3	85
COc1cc(C(=O)OCC(=O)NCCN2C(=O)CSC2=O)ccc1OCc1c(C)noc1C	102	1	14	4	-26	-4	3	1	102
CCCn1c(SCC(=O)NC2CCCCC2)nnc1C1CC1	101	-3	17	-3	5	3	2	-5	101
N#Cc1c(F)cccc1N1CCC(C#N)CC1	102	3	6	-2	0	7	-2	-8	100
CC(C)CC(=O)N=Nc1c(O)[nH]c2ccccc12	109	-1	-11	4	-4	-1	4	1	127
CCC(=O)Nc1ccc(S(=O)(=O)c2ccc(NC(=O)CC)cc2)cc1	109	6	9	-7	21	-2	0	-2	109
Cc1nc(N2CCN(c3ccccn3)CC2)c2c(C)c(C(=O)Nc3ccc(F)cc3Cl)sc2n1	101	1	4	-6	-4	-2	-3	-4	103
O=C1CCNc2c(Cl)cccc21	106	5	27	0	11	2	-2	-14	110
O=C(CSC1=Nc2ccccc2C2=NC(CC(=O)N3CCN(c4ccccc4)CC3)C(=O)N12)NCC1CCCO1 (stereo unspecified)	100	7	-4	8	21	0	-6	3	98
CCOC(=O)Cc1cnc(NC(=O)CSc2nc(C(C)C)cc(=O)[nH]2)s1	97	-5	-4	14	4	2	1	7	99
CC(OC(=O)CC(NC(=O)c1ccccc1Cl)c1ccccc1)C(=O)Nc1cccc(Cl)c1Cl (stereo unspecified)	95	0	-11	5	57	1	5	-2	98
O=C(CSc1nnc(-c2ccccc2Cl)o1)Nc1ccccn1	86	-5	5	-2	11	-4	-6	-2	85
Cc1ccc(CNC(=O)c2sccc2-n2cccc2)cc1	99	5	-10	4	9	3	5	-31	101
Cc1cc(=O)oc(C)c1C(=O)OC(C(=O)c1ccccc1)c1ccccc1 (stereo unspecified)	101	0	4	1	1	-7	5	4	102
C#CCn1c(=NC(=O)c2ccc(S(=O)(=O)N3CCCc4ccccc43)cc2)sc2cc(S(N)(=O)=O)ccc21	94	-2	8	3	31	5	4	-20	98
COC(=O)c1ccccc1NC(=O)CSc1nnnn1C	97	2	-52	1	-1	1	-4	-9	92
CCN1CC(CN(C)Cc2nc(COc3ccccc3)no2)CC1=O (stereo unspecified)	102	-1	3	2	2	7	4	9	105
COc1ccc(NC(=O)c2cccnc2NCCc2ccccc2)cc1	104	-3	-12	-1	16	1	4	12	92
CNC(=O)NC(=O)COC(=O)c1ccccc1OCc1ccccc1	107	3	12	6	11	3	1	4	110
CCCN1C(=O)S/C(=C/c2ccc(N3CCOCC3)o2)C1=O	83	0	22	11	11	-90	8	-37	79
CCOc1ccc(S(=O)(=O)N2CCCC(C(=O)N3CCN(CC)CC3)C2)cc1Cl (stereo unspecified)	102	2	-2	-3	15	6	1	-7	99
CCC1S/C(=N/C(=O)NC2CCCCC2)NC1=O (stereo unspecified)	97	-2	4	-15	-2	4	0	-3	104
O=C(NCc1cccc(F)c1)C1CCC(=O)N(CCc2cccc(F)c2)C1 (stereo unspecified)	106	8	20	-4	-3	-3	-1	-3	102
Cc1ccc(S(=O)(=O)N2CCCCC2)cc1C(=O)NCCc1ccccc1	108	6	-5	-2	9	2	-2	-6	105
Cc1cc2nn(-c3cccc4ccccc34)nc2cc1N	89	-9	28	2	40	-5	1	11	102
CCOc1ccc(CNc2nnnn2C)cc1	110	4	12	1	6	-4	2	-6	107

The list goes on, starting with the last two of the part before.
canonical_smiles	MEKK2 WT-MEK5	MEKK2mut PB1 HTS	UBC9 SUMO inh	PfM18AAP inh	NALP1 yeast inh	IDE act	IDE inh	pCIP destab	MEKK3 PB1 HTS
Cc1cc2nn(-c3cccc4ccccc34)nc2cc1N	89	-9	28	2	40	-5	1	11	102
CCOc1ccc(CNc2nnnn2C)cc1	110	4	12	1	6	-4	2	-6	107
COc1ccc(N2CSC3=C(C#N)C(c4cc(OC)c(OC)cc4OC)CC(=O)N3C2)c(OC)c1 (stereo unspecified)	107	13	18	23	0	-12	5	-10	113
COc1ccc(-c2nnc(SCc3ccccn3)n2C)cc1	107	-1	-27	-5	3	0	1	7	104
CCc1nnc(NC(=O)CC(C)c2ccccc2)s1 (stereo unspecified)	106	2	-5	1	3	1	4	10	104
COc1ccccc1NS(=O)(=O)c1cc(NC(=O)c2cccs2)ccc1N1CCOCC1	96	-4	-5	2	.	3	6	-9	98
NS(=O)(=O)c1ccc(NC(=S)NCc2ccc(Cl)cc2)cc1	113	9	-18	35*	-5	0	3	-5	113
CCCS(=O)(=O)N1CCC(C(=O)NCCN2CCC(Cc3ccccc3)CC2)CC1	104	7	-5	-7	23	-4	1	1	103
O=C(NCCNCCO)C1(C(F)(F)F)C/C(=C\CCO)CCCO1 (stereo unspecified)	108	5	.	.	.	4	2	.	110
c1ccc(CCc2nc3ccccc3[nH]2)cc1	95	-11	8	6	-4	2	1	-1	103
Cc1ccc(/C=C/C(=O)Oc2ccc(C#N)cc2)o1	106	2	-13	11	-19	.	0	0	106
Cc1cccc(CN2C3=NCCCN3c3ccccc32)c1	105	2	7	-2	11	3	3	-1	103
CCC(CC)C(=O)N(c1ccc(F)cc1)C1C=CS(=O)(=O)C1 (stereo unspecified)	102	3	4	-1	32	1	-3	-12	101
Cc1nn2c(=O)cc(CSCC(=O)Nc3ccccc3F)nc2s1	100	1	-8	-3	18	2	-2	4	101
O=S(=O)(/N=C(\Nc1ccc(F)cc1)C(F)(F)F)c1ccccc1	105	6	-15	0	7	2	1	11	106
COc1cccc(/C=C(/C(=O)OCC(N)=O)c2ccccc2)c1	88	-7	17	2	-1	7	5	-4	77
CCCCNC(=S)NNC(=O)c1cc(C)on1	107	6	25	11	9	-4	1	-24	103
N/C(=N\OC(=O)c1ccccc1Cl)c1ccccc1	100	4	12	-12	12	3	9	-6	103
COc1cc(C(CCN2CCN(c3ccccc3)CC2)c2c(OC)cc(OC)c3ccc(=O)oc23)cc(OC)c1OC (stereo unspecified)	100	5	6	.	10	-5	-3	-4	98
CC(=O)c1ccc(NC(=O)c2ccc(NC(=O)CCS(=O)(=O)c3cccs3)cc2)cc1	103	1	7	5	-1	3	-2	-12	107
Cc1c([N+](=O)[O-])cc(C(=O)NCc2ccc(F)cc2)cc1[N+](=O)[O-]	95	-4	8	5	7	-3	1	0	91
CCOC(=O)N1CCN(C(=O)CSc2nc(CC)nc3c2c(=O)n(C)c(=O)n3C)CC1	95	-2	16	0	11	0	4	-12	93
Cc1cc(N/N=C/c2ccc(F)cc2)nc(NCc2ccccc2)n1	130	9	-4	6	0	.	0	-8	100
Cc1nc(N2CCN(Cc3ccc(Cl)cc3)CC2)c2oc3ccccc3c2n1	96	-10	6	0	33	3	1	-6	95
Fc1ccc(-n2cc(-c3ccccc3)c3c(NN4CCOCC4)ncnc32)cc1	103	-1	-8	1	3	1	10	4	99
CCOC(=O)c1c(-c2ccccc2)csc1NC(=O)/C(C#N)=C/c1ccc(O)c(OC)c1	100	10	34	12	17	-135	0	-252	99
COc1ccc(Cn2c(CCC(=O)O)nc3cccnc32)cc1	104	9	-4	-7	10	5	-2	-2	102
Cc1ccc(S(=O)(=O)N(Cc2ccccc2)Cc2ccco2)cc1	95	-3	-11	-6	32	7	-2	-18	97
O=C(Nc1ccc2c(c1)OCCO2)c1cc(-c2ccccc2)nc2ccccc12	94	-3	-3	-11	-2	-3	-3	12	98
Fc1ccc(Nc2nc(-c3ccncc3)cs2)cc1	91	-13	9	3	15	5	-1	11	97
Cc1ccsc1/C=N/NC(=S)NCCc1ccccc1	99	0	-1	3	2	10	3	5	105
CC(C)[C@H](NC(=O)C1CCN(S(=O)(=O)c2ccc(F)cc2)CC1)C(=O)N1CCCCCC1	100	0	-8	-1	21	6	-2	-13	101
O=c1c(N2CCCCC2)coc2ccccc12	114	6	13	-10	7	4	1	-20	117
O=C(NCCC1=CCCCC1)C1CCN(S(=O)(=O)c2ccccc2)CC1	98	-3	4	-1	18	-1	4	19	101
Cc1occc1C(=O)Nc1ccccc1C#N	103	4	4	-10	9	6	-5	-9	98
O=C(O)CCCNS(=O)(=O)c1ccc(F)cc1	98	-5	12	7	20	7	-9	-11	98
CC[C@H](C)[C@H](NC(=O)OCc1ccccc1)C(=O)Nc1ccc(NC(C)=O)cc1	96	-3	8	3	9	6	8	-4	97
CCn1c(COc2ccccc2OC)nnc1SCC#N	101	0	3	-4	9	3	3	-4	101
CN1CCN(c2ccc(S(=O)(=O)N3CCOCC3)cc2NC(=O)CCc2ccccc2)CC1	64	-36	-10	2	.	5	0	-6	72
COc1cc(/C=C2\SC(=S)N(C(C(=O)O)c3ccccc3)C2=O)ccc1O (stereo unspecified)	93	-4	12	23	6	-105	64*	-130	94
CN1C(=O)c2ccccc2NC(=O)[C@]12O[C@@H]2c1cccc(O)c1	107	3	-10	.	-16	1	-2	-4	111
COc1ccc(S(=O)(=O)CCC(=O)NCc2ccc(C)o2)cc1	94	-2	2	-11	15	1	-1	-6	96
Clc1ccc(-c2nnc3sc(-c4ccc(Br)o4)nn23)c(Cl)c1	.	.	14	-1	-11	3	2	12	.
O=C(O)c1cc([N+](=O)[O-])ccc1N1CCCCC1	104	-2	-4	0	35	3	-6	-17	106
CCOC(=O)C1[C@H]2C(=O)N(CCCOC)C[C@]23C=C[C@H]1O3 (stereo partly specified)	102	7	11	-15	15	-3	3	-3	101
CCOc1ccccc1/C=N/NC(=O)CSc1n[nH]c(=O)[nH]c1=O	96	1	0	-5	-10	-4	2	-4	102
CC(C)(C)OC(=O)N[C@@H](Cc1ccccc1)C(=O)N1CCC(C(=O)N[C@@H](Cc2c[nH]c3ccccc23)C(=O)O)CC1	104	-1	1	-16	25	3	0	5	102
CC(COS(N)(=O)=O)Cc1ccc(C(F)(F)F)cc1 (stereo unspecified)	105	1	16	-4	11	-2	-1	-10	104

Some of the compounds tested; the hit share may differ from the screen's.
